Source: PubChem BioAssay
NSD2 block – inhibitors of human NSD2, primary screen, biochemical, plate reader, single point; NSD2-SET H3K36me1 DELFIA fluorescence; inhibition, % at 12.5 µM; actives 0.07% (n = 44,000); AID 624260, 2012; in the data active means inhibition above about 54%, passing the limit was not always enough;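 further: inhibitors reduce the monomethyl H3K36 fluorescence signal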
Target sequence (O96028 whole entry, looked up): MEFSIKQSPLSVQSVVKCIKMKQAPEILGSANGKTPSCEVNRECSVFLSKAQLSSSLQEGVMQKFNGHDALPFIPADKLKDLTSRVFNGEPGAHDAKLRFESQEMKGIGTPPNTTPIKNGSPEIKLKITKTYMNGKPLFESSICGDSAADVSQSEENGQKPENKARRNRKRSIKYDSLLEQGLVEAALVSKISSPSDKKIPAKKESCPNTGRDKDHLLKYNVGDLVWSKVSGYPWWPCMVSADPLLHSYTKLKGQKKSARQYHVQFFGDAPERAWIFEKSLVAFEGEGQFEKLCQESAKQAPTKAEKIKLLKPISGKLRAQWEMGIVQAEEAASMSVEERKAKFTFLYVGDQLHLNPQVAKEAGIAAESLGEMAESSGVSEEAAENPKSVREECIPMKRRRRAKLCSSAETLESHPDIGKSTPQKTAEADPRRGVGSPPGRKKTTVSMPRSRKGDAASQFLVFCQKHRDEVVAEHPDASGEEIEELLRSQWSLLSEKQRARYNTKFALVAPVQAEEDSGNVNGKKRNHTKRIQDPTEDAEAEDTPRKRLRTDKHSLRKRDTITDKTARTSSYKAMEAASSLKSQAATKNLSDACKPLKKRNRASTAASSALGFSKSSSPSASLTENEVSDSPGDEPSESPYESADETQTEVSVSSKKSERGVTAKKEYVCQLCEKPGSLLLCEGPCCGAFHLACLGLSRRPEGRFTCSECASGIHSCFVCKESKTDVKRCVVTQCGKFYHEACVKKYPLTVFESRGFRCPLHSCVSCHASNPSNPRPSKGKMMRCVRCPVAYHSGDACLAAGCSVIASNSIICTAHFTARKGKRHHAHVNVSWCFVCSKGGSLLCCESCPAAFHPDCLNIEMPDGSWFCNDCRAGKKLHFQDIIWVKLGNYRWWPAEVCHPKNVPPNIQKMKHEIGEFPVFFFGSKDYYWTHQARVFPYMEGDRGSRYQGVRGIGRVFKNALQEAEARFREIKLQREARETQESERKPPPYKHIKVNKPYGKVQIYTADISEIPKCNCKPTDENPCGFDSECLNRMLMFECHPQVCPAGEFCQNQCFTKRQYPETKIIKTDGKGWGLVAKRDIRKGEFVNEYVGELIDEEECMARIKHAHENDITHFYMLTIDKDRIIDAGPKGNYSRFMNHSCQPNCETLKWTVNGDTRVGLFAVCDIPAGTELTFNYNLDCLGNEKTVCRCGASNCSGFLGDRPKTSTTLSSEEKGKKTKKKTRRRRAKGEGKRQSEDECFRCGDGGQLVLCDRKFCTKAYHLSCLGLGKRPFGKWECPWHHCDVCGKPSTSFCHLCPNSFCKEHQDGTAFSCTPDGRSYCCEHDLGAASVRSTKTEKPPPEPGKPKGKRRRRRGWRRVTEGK
* hit, by the source's call. This is a subset; rates above refer to the full screens.

No.	mol	NSD2 block
1	CNC[C@H]1Oc2ccc(NC(=O)Nc3ccc(C(F)(F)F)cc3)cc2CC(=O)N([C@@H](C)CO)C[C@@H]1C	0
2	C[C@H]1CN([C@@H](C)CO)S(=O)(=O)c2ccc(C#CCC3CCCC3)cc2O[C@@H]1CN(C)C	27
3	C[C@@H]1CN([C@@H](C)CO)C(=O)c2cc(NC(=O)Nc3ccc(F)cc3)ccc2O[C@@H]1CN(C)Cc1ccccc1	-4
4	C[C@@H]1CN([C@H](C)CO)C(=O)c2cc(NC(=O)Cn3cnnn3)ccc2O[C@@H]1CN(C)Cc1ccc(C(=O)O)cc1	0
5	C[C@@H]1CN([C@@H](C)CO)C(=O)Cc2cc(NS(=O)(=O)c3cn(C)cn3)ccc2O[C@H]1CN(C)S(C)(=O)=O	4
6	C[C@H](CO)N1C[C@H](C)[C@H](CN(C)C(=O)NC2CCCCC2)Oc2ccc(NC(=O)Nc3ccc(F)cc3)cc2CC1=O	2
7	C[C@@H]1CN([C@H](C)CO)S(=O)(=O)c2ccc(-c3ccccc3F)cc2O[C@@H]1CN(C)C(=O)C1CC1	3
8	COc1ccc(S(=O)(=O)Nc2ccc3c(c2)C(=O)N([C@@H](C)CO)C[C@@H](C)[C@H](CN(C)C(=O)Nc2ccc4c(c2)OCO4)OCCCC[C@H](C)O3)cc1	-2
9	O=C(C[C@H]1C[C@H]2c3cc(NC(=O)C4CCOCC4)ccc3O[C@H]2[C@H](CO)O1)NCc1ccc(Cl)cc1	12
10	O=C1/C(=C/c2ccc(N3CCOCC3)cc2)CCC1C1CCCC1 (configuration not stated)	2
11	C[C@H]1CN([C@@H](C)CO)C(=O)c2cccc(NC(=O)CCCCCC(=O)Nc3ccccc3N)c2O[C@H]1CN(C)C(=O)Nc1ccc(F)cc1	-4
12	C[C@@H]1CN([C@H](C)CO)C(=O)Cc2cc(NC(=O)C3CC3)ccc2O[C@H]1CN(C)S(=O)(=O)c1cn(C)cn1	-7
13	C[C@@H]1CN([C@H](C)CO)C(=O)c2cc(C#Cc3ccccc3)cnc2O[C@@H]1CN(C)C(=O)C1CC1	4
14	C[C@H](CO)N1C[C@H](C)[C@@H](CN(C)C(=O)Nc2ccc3c(c2)OCO3)OCc2ccccc2-c2ccccc2C1=O	-2
15	CCN(CC)CC#CCOC(=O)C(O)(c1ccccc1)C1CCCCC1 (configuration not stated)	-1
16	CC(C)NC(=O)N(C)C[C@H]1OCCCC[C@H](C)Oc2ccc(NS(=O)(=O)c3ccc(F)cc3)cc2C(=O)N([C@H](C)CO)C[C@@H]1C	-4
17	CC(=O)NCCc1c[nH]c2ccc(O)cc12	4
18	C[C@@H]1CN([C@H](C)CO)S(=O)(=O)c2ccc(-c3cccnc3)cc2O[C@@H]1CN(C)C(=O)CN(C)C	2
19	C/C=C/c1ccc2c(c1)O[C@@H](CN(C)C(=O)NC(C)C)[C@@H](C)CN([C@H](C)CO)S2(=O)=O	-1
20	CNC[C@H]1Oc2c(NS(=O)(=O)c3ccc(Cl)cc3)cccc2C(=O)N([C@H](C)CO)C[C@@H]1C	12
21	C[C@@H]1CN([C@H](C)CO)C(=O)c2cccc(NC(=O)Nc3ccc4c(c3)OCO4)c2O[C@@H]1CN(C)Cc1ccc(-c2ccccc2)cc1	-11
22	O=C(O)C[C@H]1C[C@H]2c3cc(NC(=O)Nc4ccc(F)cc4)ccc3O[C@H]2[C@H](CO)O1	-2
23	C[C@@H]1CC[C@]2(C(=O)O[C@@H]3O[C@H](CO)[C@@H](O)[C@H](O)[C@H]3O)CC[C@]3(C)C(=CCC4[C@@]5(C)C[C@@H](O)[C@H](O)C(C)(C)C5CC[C@]43C)C2[C@]1(C)O (some centres not stated)	3
24	C[C@H]1CN([C@@H](C)CO)C(=O)c2cc(-c3cccc(C(=O)N(C)C)c3)cnc2O[C@@H]1CN(C)S(=O)(=O)c1ccc(F)cc1	-6
25	CCCC#Cc1cnc2c(c1)C(=O)N([C@H](C)CO)C[C@@H](C)[C@H](CN(C)C(=O)Cc1cccnc1)O2	-2
26	C[C@@H]1CN([C@@H](C)CO)C(=O)Cc2cc(NC(=O)Nc3ccc4c(c3)OCO4)ccc2O[C@H]1CN(C)Cc1ccncc1	-2
27	C[C@H]1CN([C@@H](C)CO)C(=O)c2cc(NC(=O)Nc3cccc4ccccc34)ccc2O[C@@H]1CN(C)Cc1ccc(Cl)c(Cl)c1	-5
28	CC(=O)N(C)C[C@H]1Oc2cc(-c3ccccc3F)ccc2S(=O)(=O)N([C@H](C)CO)C[C@H]1C	2
29	C[C@@H]1CCCCO[C@H](CN(C)C(=O)c2ccccc2)[C@H](C)CN([C@@H](C)CO)C(=O)c2cc(NC(=O)c3ccncc3)ccc2O1	2
30	C[C@H](CO)N1C[C@H](C)[C@@H](CN(C)S(C)(=O)=O)Oc2ccc(NS(=O)(=O)c3ccccc3)cc2CC1=O	-4
31	O=C(C[C@H]1C[C@@H]2c3cc(NC(=O)C4CCOCC4)ccc3O[C@@H]2[C@@H](CO)O1)NCc1cccnc1	-30
32	COc1ccc(S(=O)(=O)Nc2ccc3c(c2)C(=O)N([C@@H](C)CO)C[C@@H](C)[C@H](CN(C)S(=O)(=O)c2ccccc2)O3)cc1	3
33	Cc1noc(C)c1NC(=O)N[C@H]1CC[C@@H](CC(=O)N2CCCCC2)O[C@H]1CO	-1
34	C[C@H](CO)N1C[C@H](C)[C@H](CN(C)Cc2ccc(-c3ccccc3)cc2)Oc2ccc(NC(=O)CCN3CCOCC3)cc2C1=O	3
35	COc1ccc(NC(=O)Nc2ccc3c(c2)C(=O)N([C@H](C)CO)C[C@@H](C)[C@H](CN(C)Cc2ccc4c(c2)OCO4)O3)cc1	1
36	O=C(C[C@H]1C[C@H]2c3cc(NC(=O)C4CCC4)ccc3O[C@H]2[C@H](CO)O1)NC1CCCCC1	0
37	COc1ccc(NC(=O)Nc2cccc3c2O[C@H](CN(C)Cc2ccc(Cl)c(Cl)c2)[C@@H](C)CN([C@@H](C)CO)C3=O)cc1	4
38	COc1ccccc1S(=O)(=O)N[C@@H]1C=C[C@@H](CC(=O)NCc2cccc(F)c2)O[C@@H]1CO	-2
39	C[C@@H]1CCCCO[C@@H](CN(C)C(=O)C2CCCCC2)[C@@H](C)CN([C@@H](C)CO)C(=O)c2cc(N(C)C)ccc2O1	4
40	C[C@@H]1CN([C@H](C)CO)S(=O)(=O)c2ccc(-c3cncnc3)cc2O[C@H]1CN(C)C(=O)Cc1cccnc1	-27
41	COc1ccccc1-c1ccc2c(c1)O[C@H](CN(C)S(=O)(=O)c1ccc(C)cc1)[C@H](C)CN([C@H](C)CO)S2(=O)=O	11
42	C[C@@H]1CN([C@H](C)CO)C(=O)CCCn2nncc2CO[C@@H]1CN(C)S(=O)(=O)c1ccc2ccccc2c1	4
43	CNC[C@@H]1OCCCC[C@@H](C)Oc2ccc(NC(=O)C3CCCCC3)cc2C(=O)N([C@H](C)CO)C[C@H]1C	2
44	C[C@@H]1CN([C@@H](C)CO)C(=O)c2cc(NS(=O)(=O)c3ccccc3)ccc2O[C@@H](C)CCCCO[C@@H]1CN(C)C(=O)c1ccncc1	6
45	COc1c(CO)c(O)cc2c1C(=O)CCC2O (configuration not stated)	-2
46	COc1ccc(CN(C)C[C@H]2Oc3ccc(NC(=O)NC4CCCCC4)cc3C(=O)N([C@@H](C)CO)C[C@H]2C)cc1	-5
47	Cc1noc(C)c1NC(=O)N(C)C[C@H]1Oc2ccc(NC(=O)Cc3ccccc3)cc2C(=O)N([C@H](C)CO)C[C@@H]1C	4
48	COc1ccc(NC(=O)N(C)C[C@H]2OCCCC[C@H](C)Oc3ccc(NC(=O)Nc4ccccc4)cc3C(=O)N([C@@H](C)CO)C[C@H]2C)cc1	-6
49	C[C@@H]1CN([C@@H](C)CO)C(=O)c2cc(NS(=O)(=O)c3ccc(Cl)cc3)ccc2O[C@H]1CN(C)C(=O)Nc1ccc(F)cc1	2
50	Cc1noc(C)c1NC(=O)N(C)C[C@@H]1Oc2ccc(NC(=O)Cc3ccccc3)cc2CC(=O)N([C@@H](C)CO)C[C@H]1C	13

Following part:
No.	mol	NSD2 block
51	OC1C=CC(O)C23OC12C(O)C=CC31Oc2cccc3cccc(c23)O1 (configuration not stated)	-3
52	C[C@@H]1CN([C@H](C)CO)C(=O)c2cc(-c3cncnc3)cnc2O[C@H]1CN(C)Cc1ccccc1	18
53	O=C(C[C@@H]1C=C[C@H](NC(=O)Nc2cccc(F)c2)[C@@H](CO)O1)NCC1CCCCC1	10
54	Cc1ccc(-c2cnc3c(c2)C(=O)N([C@H](C)CO)C[C@@H](C)[C@H](CN(C)C(=O)c2cccnc2)O3)cc1	5
55	C[C@H](CO)N1C[C@H](C)[C@H](CN(C)Cc2ccccn2)Oc2ncc(-c3ccc(F)cc3)cc2C1=O	43
56	C[C@@H]1CN([C@@H](C)CO)S(=O)(=O)c2ccc(C#CCN(C)C)cc2O[C@H]1CN(C)Cc1ccccn1	4
57	CC(C)NC(=O)Nc1ccc2c(c1)C(=O)N([C@H](C)CO)C[C@@H](C)[C@@H](CN(C)Cc1ccc(-c3ccccc3)cc1)O2	-3
58	C[C@H](CO)N1C[C@H](C)[C@H](CN(C)C)Oc2ccc(NC(=O)Nc3ccc4c(c3)OCO4)cc2CC1=O	2
59	C[C@H]1CN([C@@H](C)CO)C(=O)Cc2cc(NC(=O)Nc3ccc(C(F)(F)F)cc3)ccc2O[C@@H]1CN(C)Cc1ccc(C(F)(F)F)cc1	-12
60	O=C(C[C@H]1C[C@H]2c3cc(NC(=O)Cc4ccncc4)ccc3O[C@H]2[C@H](CO)O1)NCc1cccc(F)c1	-5
61	O=C(C[C@@H]1C=C[C@@H](NC(=O)Nc2cc(F)ccc2F)[C@H](CO)O1)Nc1ccc(-c2ccccc2)cc1	3
62	COc1ccc(NC(=O)Nc2ccc3c(c2)CC(=O)N([C@@H](C)CO)C[C@H](C)[C@H](CN(C)Cc2ccccc2)O3)cc1	-1
63	CO[C@@H](CN(C)Cc1cc(F)ccc1F)[C@@H](C)CN(C(=O)Nc1ccc(C(F)(F)F)cc1)[C@@H](C)CO	27
64	COc1ccc(CN(C)C[C@@H]2Oc3ccc(NC(=O)Nc4ccc(F)cc4)cc3CC(=O)N([C@@H](C)CO)C[C@H]2C)cc1	-6
65	COc1c2ccoc2nc2c(OC)c(OC[C@@H](O)C(C)(C)O)ccc12	-5
66	C[C@H](CO)N1C[C@H](C)[C@@H](CN(C)Cc2ccc(C(=O)O)cc2)Oc2c(NS(=O)(=O)c3cn(C)cn3)cccc2C1=O	-6
67	C[C@H]1CN([C@@H](C)CO)C(=O)Cc2cc(NS(C)(=O)=O)ccc2O[C@H]1CN(C)Cc1ccc(-c2ccccc2)cc1	-9
68	C[C@@H]1CN([C@@H](C)CO)C(=O)Cc2cc(NC(=O)C3CC3)ccc2O[C@H]1CN(C)Cc1ccc(C(F)(F)F)cc1	-5
69	CNC[C@H]1OCCCC[C@@H](C)Oc2ccc(NC(=O)Nc3ccc(F)cc3)cc2C(=O)N([C@H](C)CO)C[C@@H]1C	2
70	C[C@@H]1CCCCO[C@@H](CN(C)C(=O)Nc2ccccc2)[C@H](C)CN([C@@H](C)CO)C(=O)c2cc(NC(=O)CCCN(C)C)ccc2O1	-2
71	C[C@H]1CN([C@@H](C)CO)C(=O)Cc2cc(NC(=O)CCCCCC(=O)Nc3ccccc3N)ccc2O[C@@H]1CN(C)S(=O)(=O)c1cccs1	4
72	Cc1noc(C)c1S(=O)(=O)Nc1ccc2c(c1)C(=O)N([C@H](C)CO)C[C@@H](C)[C@@H](CN(C)S(=O)(=O)c1ccc(F)cc1)OCCCC[C@@H](C)O2	-10
73	CCCN(C)C[C@H]1Oc2cc(C#CC3CC3)ccc2S(=O)(=O)N([C@H](C)CO)C[C@H]1C	-12
74	C[C@H](CO)N1C[C@H](C)[C@@H](CN(C)C(=O)Nc2ccccc2)Oc2c(NC(=O)c3nc4ccccc4s3)cccc2C1=O	2
75	C[C@H](CO)N1C[C@H](C)[C@@H](CN(C)Cc2ccc(Cl)c(Cl)c2)Oc2c(NC(=O)c3ccc(-c4nccs4)cc3)cccc2C1=O	4

Sorted by formula weight (largest number first): part of the list above
No.	mol	NSD2 block
59	C[C@H]1CN([C@@H](C)CO)C(=O)Cc2cc(NC(=O)Nc3ccc(C(F)(F)F)cc3)ccc2O[C@@H]1CN(C)Cc1ccc(C(F)(F)F)cc1	-12
75	C[C@H](CO)N1C[C@H](C)[C@@H](CN(C)Cc2ccc(Cl)c(Cl)c2)Oc2c(NC(=O)c3ccc(-c4nccs4)cc3)cccc2C1=O	4
64	COc1ccc(CN(C)C[C@@H]2Oc3ccc(NC(=O)Nc4ccc(F)cc4)cc3CC(=O)N([C@@H](C)CO)C[C@H]2C)cc1	-6
68	C[C@@H]1CN([C@@H](C)CO)C(=O)Cc2cc(NC(=O)C3CC3)ccc2O[C@H]1CN(C)Cc1ccc(C(F)(F)F)cc1	-5
55	C[C@H](CO)N1C[C@H](C)[C@H](CN(C)Cc2ccccn2)Oc2ncc(-c3ccc(F)cc3)cc2C1=O	43
52	C[C@@H]1CN([C@H](C)CO)C(=O)c2cc(-c3cncnc3)cnc2O[C@H]1CN(C)Cc1ccccc1	18
51	OC1C=CC(O)C23OC12C(O)C=CC31Oc2cccc3cccc(c23)O1 (configuration not stated)	-3

Part of the list above in another layout.
70) C[C@@H]1CCCCO[C@@H](CN(C)C(=O)Nc2ccccc2)[C@H](C)CN([C@@H](C)CO)C(=O)c2cc(NC(=O)CCCN(C)C)ccc2O1
  NSD2 block: -2
71) C[C@H]1CN([C@@H](C)CO)C(=O)Cc2cc(NC(=O)CCCCCC(=O)Nc3ccccc3N)ccc2O[C@@H]1CN(C)S(=O)(=O)c1cccs1
  NSD2 block: 4

(continued)
No.	mol	NSD2 block
76	Cc1noc(C)c1NC(=O)Nc1ccc2c(c1)C(=O)N([C@H](C)CO)C[C@H](C)[C@@H](CN(C)S(=O)(=O)c1ccc(Cl)cc1)OCCCC[C@@H](C)O2	2
77	C[C@@H]1CN([C@H](C)CO)C(=O)c2cccc(NS(=O)(=O)c3ccccc3)c2O[C@@H]1CN(C)Cc1ccccc1	3
78	Cc1ccc(S(=O)(=O)Nc2ccc3c(c2)CC(=O)N([C@@H](C)CO)C[C@@H](C)[C@@H](CN(C)Cc2ccc(C(=O)Nc4ccccc4N)cc2)O3)cc1	-4
79	C[C@@H]1CN([C@H](C)CO)C(=O)c2cc(NS(=O)(=O)c3ccc(Cl)cc3)ccc2O[C@H]1CN(C)Cc1ccc(C(F)(F)F)cc1	-2
